Bioassay records from PubChem BioAssay.
MT stabilize HCS: microtubule stabilization, imaging screen | HeLa tubulin immunostaining HCS, 24 h; share of cells brighter than vehicle mean+2SD | % tubulin-high responders, % at 10 µM | 200,000 compounds, 0.83% hits;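 active = plate Z-score above 3 for both tubulin-high and condensed-nucleus cell shares, with cell loss under 80%, at 10 µM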;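 also: anti alpha tubulin signal scored within the nucleus-defined area of each cell; some results filed as inactive read as strong as hits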
TNAP activation fold: stimulation of alkaline phosphatase TNAP activity – biochemical, luminescent, no phosphate acceptor, uHTS, primary screen (AID 1001). purified TNAP, luminescent activation assay, no phosphate acceptor; higher activation fold means a stronger effect. one-dose activation fold at 20 µM; EC50 in µM for titrated hits. 200,000 compounds, 0.03% hits; in the data active = activation fold from about 3, or a potency from the dose series; inactive = the rest, 99 in 100 with activation fold below about 1.6; also: many of its hits are not listed in these tables
human PMI inhibition: MPI enzyme activity inhibition – biochemical, fluorescence intensity, coupled assay, primary screen (AID 1209). purified PMI enzyme, coupled fluorescence intensity; higher % means a stronger effect. one-dose inhibition, % at 20 µM; IC50 in µM for titrated hits. 190,000 compounds, 0.42% hits;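 also: plate controls were DMSO vehicle for no effect and wells lacking substrate for full effect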
Hep lipid drop: modulators of hepatic lipid droplet formation | AML12 mouse hepatocytes, oleate lipid droplets, BODIPY imaging | inhibition, % at 6.5 µM | 240,000 compounds, 0.4% hits | AID 1656;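 active = lipid droplet intensity inhibited by at least 50%, with more than 500 cells counted; inconclusive = wells with under 300 cells, treated as cytotoxic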
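Assay system: AML12 mouse liver cells | Compound dosing: One dose, 6.5 µM compound | Read-out basis: Droplet intensity reduction, % inhibition | Measured by: Fluorescence imaging, 20x objective, two fields per well | Schedule: Overnight treatment with compound plus oleate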
Autophagy HCS: autophagy modulation, high-content screen | MEF GFP-LC3 puncta imaging; test concentration mostly 10 µM | calls only at 10 µM (by protocol) | 190,000 compounds, 0.98% hits | AID 463193;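 active = percentage of spot-positive cells more than 3 SD above its plate mean, without a fluorescence outlier flag or 80% toxicity; inconclusive = no clear call, values can overlap the other calls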;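 also: spot-positive cell cutoff set from DMSO-treated cells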
T cell HTS: T cell immune modulators affecting CD8 T cell-vesicle binding; calls only at 7 µM; 330,000 compounds, 0.068% hits; 2C CD8+ T cell-vesicle binding, flow cytometry; active compounds read low;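 active = response, share of CD8 T cells binding vesicles, and their 90th percentile fluorescence all below set limits, cut at about 80% in these data, passing the limit was not always enough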
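System: murine 2C transgenic CD8+ T lymphocytes; also added: QL9-loaded Drosophila micro-vesicles; times: binding 1.5 h at 37 °C; measured by: flow cytometry, PE anti-B7-1 (FL2) versus Alexa647 anti-CD8 (FL8), PFA-fixed; control set: Peptide-free naked vesicles (low) and QL9 vesicles with 0.7% DMSO vehicle (high)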
PMI inhibition: human PMI inhibitors, high substrate, primary screen, biochemical, fluorescence intensity, high mannose 6-phosphate (AID 1220); recombinant PMI enzyme, coupled fluorescence intensity; higher % means a stronger effect; inhibition, % at 20 µM; hits with a dose series show IC50 in µM; 190,000 compounds, 0.66% hits
bCat nuc transl: modulators of beta-catenin nuclear translocation. 190,000 compounds, 0.3% hits. AID 1665. nuclear translocation activity, % at 5 µM. HeLa beta-catenin nuclear translocation, immunofluorescence imaging;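 active = nuclear translocation activity above 50% at 5 µM, with a well cell count of 50 or more; inconclusive = wells under 50 cells across six images, flagged as toxic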;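 also: per-cell ratio of nuclear to cytoplasmic median beta-catenin stain intensity; plate controls were DMSO negative control for no effect and GSK-3 inhibitor IX positive control for full effect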
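Test system: HeLa cells, endogenous beta-catenin; Compound: single 5 µM dose plus 0.02–20 µM confirmation series; Times: compound exposure 24 h at 37°C; Signal: fluorescence imaging of beta-catenin antibody stain plus DAPI; Read-out: % activation, nuclear-to-cytoplasmic median beta-catenin signal ratio per cell.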
Insulin prom up: MIN6 insulin promoter up-regulation; 190,000 compounds, 0.3% hits; MIN6 insulin promoter-GFP reporter, high-content imaging; active compounds read high; z-score at 5 µM;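 active = z-score above 3 at 5 µM with at least 500 cells counted in the well; inconclusive = wells under 500 cells, flagged as cytotoxic or low count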
Insulin prom up cell count: also measured in Insulin prom up; calls as there; cell count; measured here: cytotoxicity, nuclei count;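 total cells summed across four imaged fields per well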
Hep lipid drop cells 6.5 µM: also measured in Hep lipid drop; calls as there; cell count; measured here: cell count, cytotoxicity flag;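 cells counted across two imaged fields per well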
bCat nuc transl cell count 5 µM: further read-out of bCat nuc transl, marked with its call; cell count; measured here: cell count, cytotoxicity flag
T cell HTS vesicle-bound %: also measured in T cell HTS; calls as there; double positive events, %; measured here: CD8+ vesicle-bound cell fraction;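 binding gate set so that unloaded-vesicle control wells show 10% double positive cells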
MT stabilize HCS Hoechst-high %: further read-out of MT stabilize HCS, marked with its call; % Hoechst-high responders; measured here: nuclear condensation Hoechst responders;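 share of cells brighter than vehicle mean plus two SD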
MT stabilize HCS cytotoxicity %: further read-out of MT stabilize HCS, marked with its call; toxicity, %; measured here: cytotoxicity by cell density;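 0% = mean cell density of plate MIN control wells and 100% = no cells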
Autophagy HCS cell loss 18 h: second read-out of Autophagy HCS, no call of its own (marks repeat the call); toxicity, %; measured here: cell loss, nuclei count;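 cell loss after 18 h compound exposure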
An asterisk follows results filed as active; i = inactive; ? = inconclusive; nt = not tested or not shown; + = active, no number; & = joins results of further samples. Rule as the data show it, unless noted: active = inhibition above about 50%; inactive = the rest.

The first two compounds (preview)
SMILES	MT stabilize HCS	MT stabilize HCS Hoechst-high %	MT stabilize HCS cytotoxicity %	TNAP activation fold	human PMI inhibition	Hep lipid drop	Hep lipid drop cells 6.5 µM	Autophagy HCS	Autophagy HCS cell loss 18 h	T cell HTS	T cell HTS vesicle-bound %	PMI inhibition	bCat nuc transl	bCat nuc transl cell count 5 µM	Insulin prom up	Insulin prom up cell count
CCCN(CCC)C(=O)c1cc2c(=O)[nH]c3ccc(C)cc3c2s1	5.4	1.6	3.4	1	3.9%	1.9	678	i	21.7	i	20.8	2.5%	3.5	1048	-1.49	1146
CCOC(=O)c1sc2nc(CC(=O)OC)nc(NCCN(CC)CC)c2c1C	1.7	1.1	4.4	1.1	-4.0%	10.0	831	i	2.2	i	34.2	-2.8%	nt	nt	nt	nt

The whole of this part (from the top)
SMILES	MT stabilize HCS	MT stabilize HCS Hoechst-high %	MT stabilize HCS cytotoxicity %	TNAP activation fold	human PMI inhibition	Hep lipid drop	Hep lipid drop cells 6.5 µM	Autophagy HCS	Autophagy HCS cell loss 18 h	T cell HTS	T cell HTS vesicle-bound %	PMI inhibition	bCat nuc transl	bCat nuc transl cell count 5 µM	Insulin prom up	Insulin prom up cell count
CCCN(CCC)C(=O)c1cc2c(=O)[nH]c3ccc(C)cc3c2s1	5.4	1.6	3.4	1	3.9%	1.9	678	i	21.7	i	20.8	2.5%	3.5	1048	-1.49	1146
CCOC(=O)c1sc2nc(CC(=O)OC)nc(NCCN(CC)CC)c2c1C	1.7	1.1	4.4	1.1	-4.0%	10.0	831	i	2.2	i	34.2	-2.8%	nt	nt	nt	nt
CC1=CC(=O)c2ccccc2C1=O	2.5	0.9	6.6	1.1	-57.7%	0.0	701	i	19.8	i	35.7&61.7	-13.3%	3.7	466	nt	nt
Clc1ccc(OCc2nn3c(-c4ccco4)nnc3s2)c(Cl)c1	5.5	2.3	5.5	1	0.5%	-4.2	770	i	7.4	i	40.9	-8.3%	-1.1	1081	-0.91	663
O=C(CN(CCc1ccccc1)C(=O)CN1C(=O)COc2ccccc21)NCc1ccco1	1.8	1.7	6.3	1.1	13.2%	-8.7	711	i	4.6	i	50.6	2.6%	0.3	929	0.29	1129
CCN(CC)CCCN(Cc1cc2cc(OC)ccc2[nH]c1=O)C(=O)Nc1ccc(F)cc1	0.6	1.0	9.2	1.1	2.5%	nt	nt	i	-5.3	i	10.2	-1.6%	nt	nt	?	nt
CCOc1ccc(CCNC(=O)CSc2cc(=O)n(CC)c3ccccc23)cc1OCC	2.4	3.6	7.2	1.1	8.4%	93.3*	636*	i	-22.2	i	1.8	-7.9%	0.7	888	-0.5	1374
Cc1occc1-c1nnc(SCC(=O)N(C)C)o1	1.9	1.6	10.9	1.1	19.7%	17.8	827	i	5.7	i	31.7	10.5%	nt	nt	nt	nt
N#Cc1nc(-c2cccs2)oc1NCc1ccc2c(c1)OCO2	4.6	2.5	4.8	1.1	5.9%	nt	nt	i	21.3	i	35.6	14.1%	-5.0	1018	0.34	1049
CCN(C(=O)Cn1c(=O)oc2ccccc21)C1CCS(=O)(=O)C1 (stereo not given)	2.5	1.3	12.0	1	5.3%	3.2	768	i	1.5	i	2.7	4.6%	nt	nt	0.89	1089
Cc1cccnc1NC(=O)c1c(O)c2cccc3c2n(c1=O)CCC3	4.2	1.1	1.9	1	-2.1%	11.9	749	i	10.4	i	35.0	-4.2%	-0.6	1299	-0.03	1258
O=C(CSc1nc(-c2ccco2)cc(C(F)(F)F)n1)N1CCN(c2ccc(Cl)cc2)CC1	2.7	1.8	3.1	1	-8.9%	31.1	739	i	-16.4	i	19.7	0.4%	-0.5	1220	-0.64	915
O=C(COC(=O)C1COc2ccccc2O1)Nc1cccc(S(=O)(=O)N2CCCCC2)c1 (stereo not given)	4.5	2.1	2.2	1.2	-5.5%	16.5	691	i	23.6	i	50.0	0.1%	-5.6	1126	-0.55	1230
CCC(=O)Nc1cccc(NC(=O)c2cccc([N+](=O)[O-])c2C)c1	2.6	1.6	11.7	1	-7.4%	-15.6	651	i	-7.2	i	49.6	-14.5%	2.7	776	nt	nt
OC1C2(Cc3ccccc3)CN3CCN(C2)CC1(Cc1ccccc1)C3 (stereo not given)	2.7	1.6	8.8	1	-8.3%	nt	nt	i	-4.3	i	53.9	-11.0%	0.0	1229	-1.12	1561
O=C(C1CCCN(S(=O)(=O)c2cccc3nonc23)C1)N1CCN(c2ccccc2Cl)CC1 (stereo not given)	2.9	3.0	8.2	1.1	11.7%	-5.8	673	i	-26.4	i	44.6	18.4%	-1.2	561	-0.7	1368
COC(=O)Cn1c(=NC(=O)c2cccc(OC)c2)sc2cc(OC)ccc21	7.8	2.6	6.5	1.1	12.5%	-9.0	628	i	1.2	i	28.7	0.4%	0.5	1058	0.13	1362
COc1ccc(C[C@H]2CN3C(=NC[C@@H]3Cc3ccccc3)N2CCNC(=O)CCC2CCCCC2)cc1	18.2	6.3	14.6	1.2	10.6%	-10.9	692	i	34.9	i	26.5	-7.9%	-0.8	1137	-0.98	899
COc1ccc(C)cc1NC(=O)CN1CCN(CC(=O)Nc2ccccc2F)CC1	5.3	2.8	4.8	1	1.9%	5.6	620	i	12.7	i	49.9	0.5%	-0.1	1038	-0.57	1901
O=c1[nH]c2cc3c(cc2cc1CN(Cc1nnnn1C1CCCC1)C1CCCC1)OCCO3	1.4	0.9	8.8	1.1	1.1%	11.5	816	i	1.7	i	10.8	-4.7%	nt	nt	nt	nt
CCN(CC)CCCNC(=O)C1CCCN(c2nnc(N3CCCC3=O)s2)C1 (stereo not given)	1.0	1.4	0.1	1.1	6.6%	6.6	826	i	-1.2	i	53.7	-2.7%	-1.2	1251	0.41	888
CSc1ccc(NC(=O)NCCN2CCc3ccccc3C2)cc1	2.4	1.8	10.3	1	8.7%	nt	nt	i	8.0	i	21.0	10.4%	-0.8	1398	0.6	857
O=C1c2ccccc2C(=O)c2c1cccc2N1CCN(Cc2ccccc2)CC1	2.0	1.6	7.8	1	16.9%	nt	nt	i	7.6	i	3.8	20.4%	0.4	1363	-0.19	1155
COc1ccc(-n2nc(C(=O)NCC(=O)NCC3CCCO3)c3ccccc3c2=O)c(OC)c1 (stereo not given)	4.6	2.4	5.6	1.1	-2.1%	nt	nt	i	15.4	i	54.1	-2.0%	2.6	1413	0.09	1572
Cc1cc(C)n2nc(SCC(=O)c3cc(C)n(-c4cc(C)on4)c3C)nc2n1	2.7	1.6	7.5	1	-8.4%	nt	nt	i	-1.6	i	13.0	-15.0%	5.0	1382	?	nt
CC(C)c1ccccc1-n1c(SCc2cc(=O)oc3ccc4ccccc4c23)nnc1-c1cccnc1	6.5	0.6	4.3	1	11.2%	-0.6	570	i	-4.1	i	50.1	10.8%	0.6	992	0.16	1222
COc1cc(NC(=O)c2ccccc2F)c(OC)cc1NC(=O)CN1CCOCC1	1.7	1.7	7.6	1.1	-13.2%	2.4	690	i	-5.3	i	24.7	2.9%	-0.3	1632	-0.28	1421
Nc1nc(N2CCCCC2)c(C=O)c(N2CCCCC2)n1	6.3	2.1	4.8	1	-13.7%	2.2	716	+	-2.0*	i	19.1	30.4%	0.2	1138	-0.74	1254
CCN(CC(=O)NC(C)C)C(=O)Cc1ccc(C)c(C)c1	4.4	2.3	3.1	1.1	6.7%	-1.8	672	i	-0.6	i	31.8	3.2%	1.5	1139	0.21	1276
COc1ccc(C(=O)c2no[n+]([O-])c2C(=O)c2ccc(OC)cc2)cc1	4.6	3.5	5.5	1.1	4.3%	nt	nt	i	1.1	i	51.1	1.7%	5.0	1368	-0.05	1481
COc1ccc(S(=O)(=O)Nc2ccc(NC(C)=O)cc2)cc1	1.7	0.7	4.2	1.1	-1.5%	5.0	791	i	-12.0	i	42.2	-4.5%	2.5	1184	-0.83	1003
O=C(c1ccco1)N1CCN(C(c2cccs2)c2sc3ncnn3c2O)CC1 (stereo not given)	1.8	4.3	7.4	1	12.6%	nt	nt	i	2.0	i	10.4	6.1%	nt	nt	1.51	921
O=C(Cc1ccc(Cl)cc1Cl)OCC(=O)N1CCN(C(=O)c2ccco2)CC1	3.2	2.7	4.8	1.1	-5.2%	-3.8	697	i	-5.5	i	52.1	8.0%	4.7	959	nt	nt
O/N=C1\CCC\C1=C/c1ccco1	3.1	2.2	6.8	1.1	-9.4%	nt	nt	i	-1.6	i	27.7	-7.0%	-6.7	941	-0.63	1465
CCn1cc(Br)c(C(=O)NN)n1	2.1	2.1	6.5	1.1	9.6%	0.4	728	i	-5.0	i	16.3	-1.3%	-0.3	1096	1.9	913
CCOc1cc(/C=N/n2cnnc2)ccc1OS(=O)(=O)c1ccccc1	2.0	1.7	4.0	1.1	-0.2%	-1.0	687	i	6.8	i	53.9	-4.3%	0.7	1537	-0.7	1414
Cc1ccc(S(=O)(=O)NCCOCCNS(=O)(=O)c2ccc(C)cc2)cc1	2.5	1.6	6.4	1.1	5.2%	nt	nt	i	27.0	i	54.2	6.8%	2.3	604	-0.51	1094
CCC(=O)Nc1nnc(C)s1	2.9	2.7	4.7	1.1	-8.7%	23.4	708	i	1.8	nt	nt	-10.1%	-1.8	1193	0.34	1137
O=C(O)c1ccc(NCc2nc3ccccc3n2CCOc2ccccc2Cl)cc1	1.9	1.3	4.1	1	-4.6%	1.7	645	i	39.5	i	64.1	-7.1%	2.9	999	-0.17	1639
O=C1c2ccccc2NC2(CCCC2)N1N=C1CCCC1	6.3	2.3	10.8	1.1	1.5%	0.2	649	i	15.3	i	57.0	-4.5%	-0.3	1593	-0.26	1422
